PTHR1 agonist: qHTS for PTHR1 Agonists: Primary Screen. Parathyroid hormone/parathyroid hormone-related peptide receptor (Homo sapiens), Q03431. HEK293 GP2 PTHR1 cells, GloSensor cAMP luminescence, 1 h. Potency, µM (highest dose often 115 µM), for inactives: top-dose activation, most hits filed as activators. hit rate 0.075% among 410,000; also: potency is read from the fitted curve at half-maximal effect; nearly all actives have a fitted effect of over 55% in size; some results filed as inactive show a strong effect at the top dose; inactives centre near -15; many of its hits are not listed in these tables
Target sequence (Q03431 whole entry, looked up): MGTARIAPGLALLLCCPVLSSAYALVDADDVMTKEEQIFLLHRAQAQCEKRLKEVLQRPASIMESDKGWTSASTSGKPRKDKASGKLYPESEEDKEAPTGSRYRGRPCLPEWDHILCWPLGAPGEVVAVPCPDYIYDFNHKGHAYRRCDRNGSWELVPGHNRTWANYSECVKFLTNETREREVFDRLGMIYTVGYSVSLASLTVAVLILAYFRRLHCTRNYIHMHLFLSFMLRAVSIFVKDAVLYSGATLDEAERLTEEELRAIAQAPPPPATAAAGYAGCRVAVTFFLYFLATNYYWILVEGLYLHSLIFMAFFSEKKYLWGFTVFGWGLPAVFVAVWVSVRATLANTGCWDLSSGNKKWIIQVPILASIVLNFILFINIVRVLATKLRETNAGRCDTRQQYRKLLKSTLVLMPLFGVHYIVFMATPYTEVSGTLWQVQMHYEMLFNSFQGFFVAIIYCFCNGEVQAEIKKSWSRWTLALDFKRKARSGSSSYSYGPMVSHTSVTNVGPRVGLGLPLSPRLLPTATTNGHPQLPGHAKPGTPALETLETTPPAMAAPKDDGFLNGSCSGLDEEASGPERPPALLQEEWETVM
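HEK-293-derived GP2 cells expressing PTHR1 and a GloSensor cAMP reporter, 3,000/well, plated overnight, given luciferin plus IBMX (each 0.5 mM as added) for 1 h at 37 °C, then compound for 1 h at 37 °C. Luminescence was read after 15 min at room temperature.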
GLP1R inv ag: qHTS of GLP-1 Receptor Inverse Agonists (Inhibition Mode). Glucagon-like peptide 1 receptor (Homo sapiens), P43220. Potency, µM (titrated, usually from 38.3 µM), for inactives: top-dose activity change, negative = inhibition, usual class: inhibitors. hit rate 1.6% among 410,000. HEK293 GLP-1R CRE-luciferase, luminescence, 24 h; GLP-1R form is constitutively active; also: potency is read from the fitted curve at half-maximal effect; % is scaled to controls: 0 for no effect and ±100 for the full control effect; nearly all actives have a fitted effect of over 55% in size
Target sequence (P43220 whole entry, looked up): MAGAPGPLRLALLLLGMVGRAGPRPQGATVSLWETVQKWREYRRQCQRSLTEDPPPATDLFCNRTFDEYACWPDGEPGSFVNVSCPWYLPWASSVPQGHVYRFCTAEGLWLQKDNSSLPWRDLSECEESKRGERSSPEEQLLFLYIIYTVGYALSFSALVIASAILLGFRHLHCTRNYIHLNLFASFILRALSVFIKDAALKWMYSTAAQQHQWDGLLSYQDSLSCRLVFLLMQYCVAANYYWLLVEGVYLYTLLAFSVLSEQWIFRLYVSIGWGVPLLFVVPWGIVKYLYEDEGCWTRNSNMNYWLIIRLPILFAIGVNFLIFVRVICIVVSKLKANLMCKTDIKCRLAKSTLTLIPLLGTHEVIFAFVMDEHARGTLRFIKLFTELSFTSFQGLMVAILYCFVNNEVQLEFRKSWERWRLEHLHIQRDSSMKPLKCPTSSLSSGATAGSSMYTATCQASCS
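qHTS in 1536-well format: reporter HEK293 cells expressing constitutive GLP-1R activity in DMEM + 10% Nu serum, 24 hr with compounds at 37 deg C, luminescence read after 12 min with detection reagent.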
GLP1R cytotox: qHTS of GLP-1 Receptor Inverse Agonists: Cytotox Screen | HEK293 cAMP-luciferase reporter cells, luminescence, 24 h | Potency, µM (titrated, usually from 38.3 µM), without a hit: at the top dose activity change, negative = inhibition, actives largely listed as inhibitors | hit rate 0.13% among 410,000 | AID 624418, 2012;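 also: loss of luciferase light is scored as toxicity; potency is read from the fitted curve at half-maximal effect; % is scaled to controls: 0 for no effect and ±100 for the full control effect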
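To flag toxic compounds, the library was rerun on cells for 24 hr at 37 deg C and 5% CO2. Viability-linked luminescence was captured 12 min after adding luciferase detection reagent.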
EPAC1 antagonist: qHTS for Antagonist of cAMP-regulated guanine nucleotide exchange factor 3 (EPAC1): primary screen | Rap guanine nucleotide exchange factor 3 (Homo sapiens), O95398 | hit rate 0.14% among 360,000 | EPAC1 GEF assay, Rap1b-BODIPY-GDP exchange fluorescence | Potency, µM (titrated, usually from 115 µM), without a hit: top-dose activity change, negative = inhibition, usual class: inhibitors | AID 720709, 2013;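 also: potency is read from the fitted curve at half-maximal effect; plate controls were vehicle for no effect and positive control for full effect; nearly all actives have a fitted effect of over 50% in size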
PLK1 PBD inh: qHTS for Inhibitors of PLK1-PDB (polo-like kinase 1 - polo-box domain): Primary Screen; hit rate 2.8% among 360,000; Serine/threonine-protein kinase PLK1 (Homo sapiens), P53350; AID 720504, 2013; Plk1 PBD binding of FITC phosphopeptide, fluorescence polarization; Potency, µM, without a hit: max response, negative = inhibition, actives largely listed as inhibitors; also: potency is read from the fitted curve at half-maximal effect; series mostly up to about 57 µM; % is scaled to controls: 0 for no effect and ±100 for the full control effect; nearly all actives have a fitted effect of over 65% in size
PI5P4K alpha inh: qHTS for Inhibitors of phosphatidylinositol 5-phosphate 4-kinase (PI5P4K) | Phosphatidylinositol 5-phosphate 4-kinase type-2 alpha (Homo sapiens), P48426 | PI5P4Kalpha enzyme, ADP-Glo luminescence, 60 min; hits give low values | max response, % | hit rate 1.2% among 330,000 | AID 652105, 2013; active = max response of -50% or lower; inconclusive = between -30% and -50%; inactive = -30% or higher; also: value at the top dose of about 77 µM; % is scaled to controls: 0 for no effect and ±100 for the full control effect
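ADP-Glo luminescence end-point after a 60 min room-temperature kinase reaction. PI5P4Kalpha and substrate in HEPES pH 7.4 buffer with EGTA, 0.1% CHAPS and 5% DMSO; ATP at 5 microM final.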
IL-2 act: qHTS of IL-2 Activators; IL-2 activation reporter assay, cell-based qHTS; stimulated with anti-CD3/CD4/CD28 beads; in transgenic mouse T cells; activation, % (series mostly up to about 46 µM); hit rate 0.065% among 360,000; in the data active = activation above about 50%; inconclusive = mostly about 30% to 49%; also: 0% is about no effect
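Readout: EGFP and DsRed signals by fluorescent plate cytometry. Unstimulated transgenic mouse T cells received compound 60 min before antibody-bead stimulation, then incubated 18 h at 37 degrees C.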
EPAC1 agonist: qHTS for Agonist of cAMP-regulated guanine nucleotide exchange factor 3 (EPAC1): primary screen | Rap guanine nucleotide exchange factor 3 (Homo sapiens), O95398 | EPAC1 agonist qHTS, biochemical assay; response scale: 100% = response to 6.5 mM cAMP | Potency, µM (titrated, usually from 154 µM), inactives show at the top dose activation, usual class: activators | hit rate 0.073% among 360,000; also: potency is read from the fitted curve at half-maximal effect; nearly all actives have a fitted effect of over 60% in size
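Compounds were pinned as a concentration titration into mixtures of EPAC1 (100 nM), BODIPY-GDP-loaded Rap1B (250 nM) and GDP (50 uM). After 5 min at room temperature, fluorescence was followed for 30 min; activity was scaled to 6.5 mM cAMP.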
GLP-1R agonist: qHTS of GLP-1 Receptor Agonists | AID 624172, 2012 | Glucagon-like peptide 1 receptor (Homo sapiens), P43220 | Potency, µM (top dose mostly 45.6 µM), for the others: at the top dose activation, hits mostly activators | hit rate 0.007% among 380,000 | HEK293 GLP-1R CRE-luciferase, luminescence, 4-6 h; cells express a hypersensitive GLP-1R form; also: potency is read from the fitted curve at half-maximal effect; % of control where 0% means no effect
The depositor's hits bear a star; i = inactive; ? = inconclusive; · = no result given; & = joins results of further samples; [ ] = remark or other dose. Unless noted, calls follow the shape of the dose curve; as a rule, active = well fitted curve in the direction sought with a large enough effect; inconclusive = small, poorly fitted or top-dose-only effect, or another doubt; inactive = no such curve, though single readings can be large; an effect the other way counts as inactive or inconclusive. This is a subset. The share of hits here may be higher or lower than overall.

SMILES | PTHR1 agonist | GLP1R inv ag | GLP1R cytotox | EPAC1 antagonist | PLK1 PBD inh | PI5P4K alpha inh | IL-2 act | EPAC1 agonist | GLP-1R agonist
O=C1N(C2CCCC2)C[C@@H]2C[C@@H](c3cn[nH]c3-c3ccc(Cl)cc3)N3CCC[C@@]123 | -8% | ? | -1% | -15% | -6% | 1 | -2.0 | 2% | 1%
CN(C)c1ccc(NC(=O)CC(NCc2ccccn2)C(=O)O)cc1 (stereo not drawn) | i | 9% | 8% | 11% | -7% | 3 | 0.4 | 2% | -3%
CN1c2ccccc2C(C)(C)[C@]12C=Cc1cc(O)ccc1O2 | -20%[57.5 µM] | 1% | -26% | -14% | -4% | -7 | -0.4 | 11% | -12%
O=C(CSc1nnc(-c2csc3c2CCCC3)o1)Nc1ccccc1 | i | ? | -14% | -3% | 2% | -1 | 2.0 | -10% | 1%
CC(CNC(=O)c1cccs1)c1ccc([N+](=O)[O-])cc1 (stereo not drawn) | 10% | ? | 21% | -13% | -10% | 0 | 0.2 | 10% | -2%
O=C(CCC(=O)N(CC(=O)NC1CCCC1)Cc1ccccc1)Nc1nccs1 | i | 17% | 4% | 12% | 0% | 1 | 0.4 | -1% | 8%
CCC(=O)NNc1ncnc2ccccc12 | i | -20% | -1% | -4% | ? | -3 | 0.4 | -4% | -4%
CSc1ccc(/C=C/C(=O)c2c(O)cc(C)oc2=O)cc1 | -31%[inhibitor] | 9% | 84%[activator] | ? | -7% | -54* | -0.8 | 7% | -4%
Cc1ccc(S(=O)(=O)NCCCNc2ccc([N+](=O)[O-])cc2)cc1 | -13% | ? | -25% | -25% | 0% | 4 | -0.3 | 1% | 17%
Cc1ccc(C)c(NC(=O)CN2C(=O)CC(C)S(=O)(=O)c3ccccc32)c1 (stereo not drawn) | i | 4% | 2% | -27% | -10% | 0 | -2.2 | -1% | -4%
O=C(CN1CCN(c2ccccn2)CC1)Nc1cccc(Br)c1 | i | -25% | 1% | -13% | -7% | 6 | -0.3 | 10% | 10%
COc1ccc(C(NC(=O)C(C)(C)C)NC(=O)C(C)(C)C)cc1 | i | 4% | 5% | -4% | -5% | 1 | -2.5 | -3% | -8%
Brc1c(CSc2nc3ccccc3o2)nc2ncccn12 | i | 47%[activator] | -3% | 0% | -18% | 0 | 0.3 | 0% | 25%
Cc1cc(Nc2ncc(Cl)cc2Cl)n(-c2ccccn2)n1 | ? | 26% | 9% | 5% | 0% | 0 | 2.8 | -1% | 0%
Cc1ccc(NC(=O)CCNS(=O)(=O)c2ccc(Br)s2)cc1 | -6%&-6% | ? | -14%&-10% | ? | -29% | 2 | 0.4 | 2% | 2%
COC(=O)c1ccccc1NC(=S)N1CCC(N2CCCCC2)CC1 | -15% | 22% | 1% | -26% | -14% | 0 | 1.9 | 2% | 1%
NC(=O)CSc1nnc2n(-c3ccccc3)c(=O)c3c4c(sc3n12)CCCCC4 | -5%[57.5 µM] | 2% | -10% | 2% | 1% | 3 | 3.6 | -12% | 1%
CCCCOC(=O)c1ccc(NC(=O)c2ocnc2C)cc1 | -2%[57.5 µM] | 0% | -17% | 2% | -2% | · | -0.9 | -6% | 5%
Cc1ccccc1S(=O)(=O)N(C)C[C@@H]1OCc2cn(nn2)CCCC(=O)N([C@H](C)CO)C[C@H]1C | -13% | 3% | 2% | 8% | -10% | 0 | 1.7 | 1% | -4%
CC(=O)Nc1cc(-c2ccc(C(=O)N3CCOCC3)cc2)cn2c(-c3cccc(C(F)(F)F)c3)cnc12 | -21% | 8% | 2% | -2% | -18% | -7 | 0.1 | 1% | 7%
COc1cc(C)nc(Nc2nc(C)c(C(C)=O)s2)n1 | i | 65%[activator] | -6% | 12% | 3µM* | ? | -0.3 | -2% | 0%
CCOC(=O)c1sc(NS(=O)(=O)c2ccccc2Cl)nc1C | i | 3% | -1% | 11% | -14% | -24 | -1.2 | 1% | 3%
CCOc1ccc(/C=N/OCC(=O)NC(c2ccccc2)c2ccccc2)cc1 | i | ? | -11% | 1% | 6% | -8 | 1.3 | 18% | 1%
O=C(CSc1ncnc2sc3c(c12)CCCC3)NC1CCS(=O)(=O)C1 (stereo not drawn) | -7% | 1% | -3% | -5% | ? | -15 | 0.4 | 5% | 1%
COCC(=O)Nc1cc(C)cn(Cc2ccccc2Cl)c1=O | -35%[inhibitor] | 17% | -8% | 4% | -5% | 1 | 2.7 | 11% | 0%

Limited to GLP1R inv ag (3 entries from above):
SMILES,GLP1R inv ag
CC(CNC(=O)c1cccs1)c1ccc([N+](=O)[O-])cc1 (stereo not drawn),?
O=C(CCC(=O)N(CC(=O)NC1CCCC1)Cc1ccccc1)Nc1nccs1,17%
CCC(=O)NNc1ncnc2ccccc12,-20%

Carrying on:
SMILES | PTHR1 agonist | GLP1R inv ag | GLP1R cytotox | EPAC1 antagonist | PLK1 PBD inh | PI5P4K alpha inh | IL-2 act | EPAC1 agonist | GLP-1R agonist
CCCNC(=O)C(Cc1ccccc1)NC(=O)c1ccccc1 (stereo not drawn) | -14% | -13% | -7% | 9% | -5% | 2 | 0.7 | 3% | 0%
O=C(Cn1c(=O)n(CCc2c[nH]c3ccccc23)c(=O)c2cccnc21)Nc1ccccc1F | -7% | -23% | -5% | -3% | 5% | -3 | -3.2 | 8% | 13%
O=C(OCN1C(=O)c2ccccc2C1=O)c1cccc(OC(F)F)c1 | i | -2% | ? | -10% | -5% | 0 | -1.4 | -11% | 14%
Cc1cccc(-n2c(=S)[nH]c3nc4c(cc3c2=O)COC(C)(C)C4)c1 | -7% | 5% | 19% | 6% | -11% | -8 | -2.2 | 12% | 0%
CCOCCCNC(=O)C(c1ccccc1)N(Cc1cccs1)C(=O)CNC(C)=O (stereo not drawn) | i | 6% | -1% | -13% | 5% | 5 | -1.2 | 12% | -1%
CN(C)c1ccc(C(=O)Nc2nc3c(s2)CCCC3)cc1 | -50%[inhibitor] | 11µM* | -2% | -19% | 0% | -22 | -1.5 | 2% | -1%
COc1ccc(CNC(=O)CSCc2cnn(-c3ccccc3)c2-n2cccc2)cc1 | -24% | -5% | 6% | -10% | -5% | -1 | 1.4 | 12% | 3%
COc1ccc2ccccc2c1CN(C)Cc1ccccc1 | 2% | ? | -15% | 2% | 0% | -5 | -3.0 | -12% | 1%
S=c1[nH]nc(Cc2cccs2)n1-c1ccccc1Cl | 3% | -10% | -2% | -33% | -9% | -27 | -2.7 | 17% | 0%
Cc1cc(C(=O)OCC(=O)N2CCOCC2)ccc1[N+](=O)[O-] | -2% | 5% | 0% | 7% | -5% | 2 | 2.8 | -8% | 2%
COc1ccccc1NC(=O)Cn1nc(-c2ccncc2)nc1SCC(=O)NC1CCCC1 | -49%[inhibitor] | 2%[0.307 µM] | -6%[0.307 µM] | -23% | -5% | 1 | -0.6 | 3% | -13%
CCOc1ccccc1NC(=O)C1CCN(c2nc(-c3ccc(OC)cc3)no2)CC1 | -10% | 9% | 3% | 61%[activator] | -8% | 1 | -0.2 | 112µM* | -4%
COc1cccc(CNC(=O)N2CCN(S(=O)(=O)c3ccc(Cl)cc3)CC2)c1 | -7% | -16% | 15% | 9% | -17% | -5 | -0.4 | 6% | 11%
COc1ccc(-n2ncc3c2CC(C)(C)CC3NC(=O)CCC2=NNC(=O)CC2)cc1 (stereo not drawn) | -15% | -15% | 1% | 7% | -9% | 15 | -2.1 | -3% | 2%
OC1(c2cccc(C(F)(F)F)c2)CCN(Cc2nnnn2Cc2ccccc2)CC1 | -34%[inhibitor] | ? | -18% | -5% | -2% | 13 | -2.7 | -6% | 14%
Cc1cc(C)cc(OCC(=O)Nc2ccc(Cl)c(-c3nc4ncccc4o3)c2)c1 | -24% | -14% | 4% | · | · | · | · | · | -2%
FC(F)(F)c1cccc(/C=N/NC(=S)NC2CCCCC2)c1 | i | ? | ? | -8% | -10% | -10 | -0.9 | -12% | 13%
C=CCN(C(=O)Nc1ccc(F)cc1)C1CC(=O)N(c2ccc(OC)cc2)C1=O (stereo not drawn) | -1%[57.5 µM] | 0% | -24% | 5% | 1% | · | -0.9 | -5% | 2%
COc1ccc(-c2cc3cc(OC)c(OC)cc3c(C)n2)cc1C | ? | 28% | -1% | 7% | -17% | 0 | -3.1 | -14% | 4%
c1ccc2c(Nc3nc4c(s3)CCCC4)cccc2c1 | -37%[inhibitor] | ? | -14% | 8% | ? | -13 | -2.6 | 8% | 5%
COc1ccccc1C(=O)NC(CCSC)C(=O)OCC(=O)c1ccc[nH]1 (stereo not drawn) | i | 6% | -12% | 6% | 4% | -29 | -0.5 | 7% | -3%
O=C(O/N=C\c1ccc(N2CCCCC2)c([N+](=O)[O-])c1)c1c(F)cccc1F | -8%[57.5 µM] | -25% | -17% | 5% | -1% | -2 | -0.3 | -3% | 3%
CCCCn1c(N)c(N(CCOC)C(=O)CSc2nnc(-c3ccco3)n2CC)c(=O)[nH]c1=O | i | -6% | -4% | -4% | -6% | 4 | 3.5 | -9% | -5%

Screens: PubChem BioAssay, National Center for Advancing Translational Sciences (NCATS)
